TrxR1 inh = qHTS Assay for Inhibitors of Mammalian Selenoprotein Thioredoxin Reductase 1 (TrxR1): qHTS. Potency, µM (doses to about 114 µM), without a hit: at the top dose activity change, negative = inhibition, most hits filed as inhibitors. 390,000 compounds, 1% hits. AID 588453, 2011. recombinant rTrxR1, NADPH fluorescence consumption, selenite substrate. Thioredoxin reductase 1, cytoplasmic (Rattus norvegicus), O89049; further: potency means the concentration at half of the fitted maximal effect; on the % scale 0 is the no-effect control and ±100 the full control effect; nearly all actives have a fitted effect of over 65% in size
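Rat TrxR1 (90 nM in the dispensed reagent) was pre-reduced with 400 uM NADPH for 5 min at room temperature, then incubated with compound for 15 min. After 400 uM selenite was added, NADPH fluorescence (Ex 340/Em 450 nm) was followed for 8 min.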
TrxR1 substrate = qHTS Assay for Substrates of Mammalian Selenoprotein Thioredoxin Reductase 1 (TrxR1): qHTS. Potency, µM (doses to about 114 µM), for the others: top-dose activity change, negative = substrate turnover. Thioredoxin reductase 1, cytoplasmic (Rattus norvegicus), O89049. AID 588456, 2011. purified TrxR1 substrate turnover, NADPH consumption readout. 390,000 compounds, 0.01% hits; further: potency means the concentration at half of the fitted maximal effect; on the % scale 0 is the no-effect control and ±100 the full control effect; nearly all actives have a fitted effect of over 50% in size
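Rat TrxR1, dispensed at 90 nM, was prereduced with 400 uM NADPH (final) for 5 min at ~22 deg C, then incubated with compound 15 min before 400 uM selenite. A first-read NADPH fluorescence drop versus no-compound background flagged substrates.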
D2 ag = HTS Assay for Allosteric Agonists of the Human D2 Dopamine Receptor: Primary Screen for Agonists. D(2) dopamine receptor (Homo sapiens), P14416. HEK293 T-REx D2 cells, calcium flux agonist mode. activation, % at 2 µM. 340,000 compounds, 0.53% hits. AID 485358, 2010;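 active means activation over 3 SD above normal in the single-dose calcium agonist read, cut at about 30% in these data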; further: 0% is about no effect
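Agonism is scored from calcium flux in a force-coupled, inducible HEK293 cell line expressing D2, read kinetically for 180 s after compound addition against dopamine controls.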
USP1-UAF1 inh = Inhibitors of USP1/UAF1: Primary Screen; recombinant USP1/UAF1, Ub-Rhodamine cleavage fluorescence; Potency, µM (highest dose often 57.1 µM), for the others: at the top dose activity change, negative = inhibition, usual class: inhibitors; Ubiquitin carboxyl-terminal hydrolase 1 (Homo sapiens), O94782; 390,000 compounds, 0.23% hits; AID 743255, 2014; further: potency means the concentration at half of the fitted maximal effect; on the % scale 0 is the no-effect control and ±100 the full control effect; nearly all actives have a fitted effect of over 60% in size; inactives centre near -12
Target sequence (O94782 whole entry, looked up): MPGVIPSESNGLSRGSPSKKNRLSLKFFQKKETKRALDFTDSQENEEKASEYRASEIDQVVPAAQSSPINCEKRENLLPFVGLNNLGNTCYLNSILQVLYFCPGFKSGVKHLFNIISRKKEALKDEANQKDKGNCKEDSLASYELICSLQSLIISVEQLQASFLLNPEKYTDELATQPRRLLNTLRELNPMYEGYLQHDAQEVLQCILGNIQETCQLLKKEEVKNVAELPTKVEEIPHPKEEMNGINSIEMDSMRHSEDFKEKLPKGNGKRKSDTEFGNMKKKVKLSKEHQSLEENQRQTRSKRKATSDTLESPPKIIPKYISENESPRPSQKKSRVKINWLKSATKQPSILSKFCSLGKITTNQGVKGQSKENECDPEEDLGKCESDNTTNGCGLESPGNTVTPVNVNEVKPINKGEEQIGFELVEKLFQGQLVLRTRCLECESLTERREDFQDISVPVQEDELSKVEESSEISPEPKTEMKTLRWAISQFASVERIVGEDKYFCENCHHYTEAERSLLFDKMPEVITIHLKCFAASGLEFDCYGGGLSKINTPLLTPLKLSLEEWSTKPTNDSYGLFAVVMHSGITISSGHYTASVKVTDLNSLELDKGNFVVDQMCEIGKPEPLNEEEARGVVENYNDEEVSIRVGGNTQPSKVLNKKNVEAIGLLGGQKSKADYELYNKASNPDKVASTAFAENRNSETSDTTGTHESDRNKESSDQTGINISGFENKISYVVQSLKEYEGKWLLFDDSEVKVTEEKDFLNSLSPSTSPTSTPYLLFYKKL
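USP1/UAF1 complex (1 nM) preincubated 15 min at room temperature with compound, then Ub-Rho substrate (150 nM final) added. Kinetic fluorescence at 480/540 nm over 6 reads at 60 s intervals; 50 mM HEPES pH 7.8, 0.5 mM EDTA, 0.1 mg/ml BSA, 1 mM TCEP, 0.01% Tween-20.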
TRHR agonist = qHTS for Small Molecule Agonists and Allosteric Enhancers of Human TRH Receptor: Primary Screen for Agonists; TRHR cells, calcium flux fluo-8, FDSS agonist mode; 360,000 compounds, 0.18% hits; Thyrotropin-releasing hormone receptor (Homo sapiens), P34981; activation, % at 2 µM; in the data active means activation above about 30%; further: 0% is about no effect
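Fluo-8-loaded TRHR cells; 10 s baseline, compound added, kinetic Ca2+ fluorescence read 1/s, agonist mode.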
PI4K2A inh = qHTS for small molecular inhibitors of PI4K2A; 420,000 compounds, 0.13% hits; purified PI4K2A, ADP-Glo luminescence, 1 h; stronger effect = lower value; Phosphatidylinositol 4-kinase type 2-alpha (Homo sapiens), Q9BTU6; activity change, negative = inhibition, % at 76.9 µM; in the data active means activity change below about -50%; inconclusive means mostly about -30% to -49%;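 further: -100% = wells without enzyme as full effect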
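ADP-Glo luminescence measured ADP generated by PI4K2A enzyme (4 ug/mL before mixing) with 1.2 mM PI substrate (pre-mix) and 300 microM ATP (pre-mix). Tris pH7.5 buffer with MgCl2, Triton X-100; 1 h reaction at ambient temperature.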
IDH1 R132H inh = qHTS for Inhibitors of mutant isocitrate dehydrogenase 1 (IDH1): qHTS | Potency, µM (highest dose often 76.6 µM), for inactives: at the highest dose activity change, negative = inhibition, hits mostly inhibitors | AID 602179, 2012 | Isocitrate dehydrogenase [NADP] cytoplasmic (Homo sapiens), O75874 | 390,000 compounds, 0.093% hits | IDH1-R132H enzyme, NADPH consumption, diaphorase/resazurin fluorescence; further: potency means the concentration at half of the fitted maximal effect; on the % scale 0 is the no-effect control and ±100 the full control effect; nearly all actives have a fitted effect of over 65% in size
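IDH1-R132H (0.5 ug/mL) preincubated 30 min with compound, then NADPH (0.016 mM) and alpha-KG (2 mM) added; 80 min at RT, pH 7.5. Remaining NADPH coupled via diaphorase/resazurin to fluorescence (540/590 nm); concentration-response curves normalized to no-enzyme control.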
TRHR PAM = qHTS for Small Molecule Agonists and Allosteric Enhancers of Human TRH Receptor: Primary Screen for Enhancers | TRHR cells, fluo-8 calcium fluorescence, EC20 TRH enhancement | enhancement, % at 2 µM | 360,000 compounds, 0.66% hits | AID 493056, 2011; in the data active means enhancement above about 30%; further: 0% is about no effect
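TRHR-expressing cells loaded with fluo-8 calcium dye were read kinetically (ex 480/em 530) during compound addition, then stimulated with an EC20 of TRH (10 nM final). Enhancement of the Gq-mediated intracellular calcium response was scored.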
D2 antagonist = HTS Assay for Allosteric Antagonists of the Human D2 Dopamine Receptor: Primary Screen for Antagonists | D(2) dopamine receptor (Homo sapiens), P14416 | HEK293 TREx D2 cells, calcium flux, dopamine EC80 | inhibition, % at 10 µM | 340,000 compounds, 2% hits | AID 485344, 2010; in the data active means inhibition above about 30%; further: 0% is about no effect
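Read-out: kinetic calcium fluorescence (1 cycle/s) in inducible HEK293 T-REx D2 cells after an EC80 dopamine addition that followed 180 s compound preincubation. Loss of the dopamine response indicates antagonism.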
An asterisk follows results filed as active; ? = inconclusive; · = not tested or not shown; [ ] = remark or other dose. Unless noted, the call rests on the fitted dose curve; in most records, active means well fitted inhibition curve with a large enough effect; inconclusive means small, poorly fitted or top-dose-only effect; inactive means no such curve, though single readings can be large or run the other way.

mol,TrxR1 inh,D2 ag,USP1-UAF1 inh,TRHR PAM,PI4K2A inh,TRHR agonist,D2 antagonist,TrxR1 substrate,IDH1 R132H inh
CCOc1ccc(NC(=O)CN(C)C(=O)C2CC(=O)N(c3cccc(SC)c3)C2)cc1OCC (configuration not stated),18.3%,·,-7.4%,·,0.4,·,·,-0.8%,-9.4%
CCCCOCCCNC(=O)c1ccccc1OCC,9.3%,-0.7,-7.0%,11.1,-0.8,-0.7,-16.0,4.8%,1.4%
COc1cccc2cc(-c3nnc(SCC(=O)NCc4ccccc4)n3C)oc12,-1.2%,-0.4,6.0%,1.0,5.0,-0.5,4.3,12.8%[57.1 µM],1.7%
CC(NC(=O)CCN1C(=O)c2ccccc2C1=O)c1ccccc1 (configuration not stated),3.0%,0.3,-9.1%,-5.5,3.0,-0.3,-1.6,-4.5%,11.4%
CN1CCN(C(=O)C2CCCN(S(=O)(=O)c3ccc(Cl)cc3)C2)CC1 (configuration not stated),22.7%,-0.8,-7.6%,-3.0,-6.4,-0.1,6.2,12.6%,8.7%
O=C(c1ccccc1)N1CCN(CC(O)COc2ccc(Br)cc2)CC1 (configuration not stated),24.6%,-5.3,-22.9%,5.4,-0.2,0.0,-0.4,5.2%,-1.6%
O=C(c1ccccn1)N1CCN(c2ccc(C(F)(F)F)cn2)CC1,-9.7%[57.1 µM],0.2,5.6%,-10.8,1.0,0.6,9.0,0.5%,-2.4%
COc1cc(NC(=S)NCCCO)c(OC)cc1Cl,14.0%,-0.1,-11.5%,-4.6,-1.1,0.2,8.4,6.3%,2.4%

The list continues.
mol,TrxR1 inh,D2 ag,USP1-UAF1 inh,TRHR PAM,PI4K2A inh,TRHR agonist,D2 antagonist,TrxR1 substrate,IDH1 R132H inh
CCc1ccc(C2CC(=O)N(c3cccc(C(F)(F)F)c3)C3=C2C(=O)OC3)cc1 (configuration not stated),15.2%,0.2,-27.4%,-6.1,9.4,1.3,·,-6.1%,-13.2%
Cc1ccc(N2CCN(c3nc4ccc(C(=O)c5ccccc5)cc4n4cnnc34)CC2)c(C)c1,35.9%,0.0,-20.2%,23.2,-1.1,-0.9,·,9.0%,-8.8%
CCN(CC)CCSc1nc2ccccc2c(=S)n1-c1ccccc1,13.2%[57.1 µM],-0.4,?,7.0,1.6,0.5,5.2,3.7%[57.1 µM],2.1%
O=C(NC1CC(=O)N(c2ccc(Cl)cc2)C1)C1CCCCC1 (configuration not stated),6.0%[57.1 µM],-0.8,-5.9%,0.9,2.5,0.1,·,-3.5%[57.1 µM],-8.2%
COc1ccc2cc(Br)ccc2c1CC(=O)NC1CC(C)(C)NC(C)(C)C1,12.3%,0.5,-9.3%,-6.3,0.6,0.2,0.4,1.8%,5.8%
COc1ccc(C(=O)Nc2cc3c(cc2Cl)OCCCO3)cc1,-1.8%,0.5,-11.9%,-1.4,2.3,-0.4,-1.0,-4.3%,-1.9%
CCOCCCNCc1cccc(OC)c1,-28.4%,-0.3,-15.9%,10.3,6.4,0.9,9.6,5.2%[57.1 µM],1.4%
Cc1cc(C(=O)c2ccccc2)c(NC(=O)CCl)s1,20µM*,-1.1,-24.1%,-6.2,-2.4,-0.9,-8.9,-6.7%,-2.6%

The results go on:
mol,TrxR1 inh,D2 ag,USP1-UAF1 inh,TRHR PAM,PI4K2A inh,TRHR agonist,D2 antagonist,TrxR1 substrate,IDH1 R132H inh
O=C(NCCCN1CCOCC1)C(=O)c1c[nH]c2ccccc12,-6.9%,·,-18.0%,4.0,-1.4,0.3,·,-6.8%,0.0%
COc1cccc(N2CCN(CC(=O)Nc3nc(C)c(C(=O)N(C)C)s3)CC2)c1,7.6%,0.1,-5.3%,1.3,-10.5,0.4,-5.0,4.6%,-3.5%
CCC(=O)Nc1ccc2c(c1)ncn2C,14.5%[57.1 µM],0.1,-12.8%,1.0,-6.7,0.1,-4.7,10.4%[57.1 µM],5.3%
COC(=O)Cc1cc(=O)n(-c2nc3ccccc3s2)[nH]1,27.6%,1.6,?,2.8,-1.6,1.7,36.2*,9.7%,2.0%
O=C(CCCOc1ccc(Br)cc1)NCCc1ccc(OC(F)F)cc1,5.6%,1.7,-18.2%,-7.0,-6.4,-0.1,18.0,-4.5%,29.5%
CCOc1ccc(C(=O)NCCCN2CCCC2=O)cc1,11.8%,-1.0,-10.5%,5.6,5.0,0.1,0.5,-2.9%,5.4%
Cc1cccc(-c2nnc(SCC(=O)Nc3nc4c(s3)CCCC4)n2C)c1,11.9%,0.0,-11.2%,-6.2,1.5,-0.3,-1.5,4.8%,-1.2%
COc1ccc(NC(=O)C2=CN3CCS(=O)(=O)N=C3C=C2)c(OC)c1,10.1%,0.3,-8.7%,14.1,-0.7,0.5,-23.5,-0.6%,-6.4%

Quoted at random: four records from the list, in no set order.
mol,TrxR1 inh,D2 ag,USP1-UAF1 inh,TRHR PAM,PI4K2A inh,TRHR agonist,D2 antagonist,TrxR1 substrate,IDH1 R132H inh
O=C(NCCCN1CCOCC1)C(=O)c1c[nH]c2ccccc12,-6.9%,·,-18.0%,4.0,-1.4,0.3,·,-6.8%,0.0%
COc1cccc(N2CCN(CC(=O)Nc3nc(C)c(C(=O)N(C)C)s3)CC2)c1,7.6%,0.1,-5.3%,1.3,-10.5,0.4,-5.0,4.6%,-3.5%
CCC(=O)Nc1ccc2c(c1)ncn2C,14.5%[57.1 µM],0.1,-12.8%,1.0,-6.7,0.1,-4.7,10.4%[57.1 µM],5.3%
COc1ccc(NC(=O)C2=CN3CCS(=O)(=O)N=C3C=C2)c(OC)c1,10.1%,0.3,-8.7%,14.1,-0.7,0.5,-23.5,-0.6%,-6.4%

Other records:
mol,TrxR1 inh,D2 ag,USP1-UAF1 inh,TRHR PAM,PI4K2A inh,TRHR agonist,D2 antagonist,TrxR1 substrate,IDH1 R132H inh
CCN1CCC2(CCN(C(=O)c3cc(COc4cc(C)ccc4C)on3)C2)C1 (configuration not stated),3.1%,-0.5,-13.3%,7.9,-5.5,-0.2,-7.0,0.5%,8.0%
CCOc1ccc(CNC(=O)CCC(=O)N2Cc3cccc(OC)c3Oc3ncccc32)cc1,29.6%,0.3,-4.7%,0.4,-4.7,0.2,4.2,-3.3%,8.3%
CC(=O)c1ccc(OCc2cc([N+](=O)[O-])cc3c2OCOC3)cc1,10.7%[57.1 µM],-1.0,-6.9%,-2.4,0.9,-1.1,-8.5,4.9%[57.1 µM],18.4%
Cc1ccccc1OCCCCn1c(C2CC(=O)N(c3ccccc3Cl)C2)nc2ccccc21 (configuration not stated),2.0%,1.1,-8.1%,4.4,1.8,-2.4,·,-3.7%,27.0%
Cc1csc2ncc(C(=O)NCCC(c3ccccc3)c3ccccc3)c(=O)n12,45.5%[activator],0.4,-18.3%,2.3,3.7,0.4,2.8,45.5%[activator],3.3%
O=[N+]([O-])c1ccc(/C=N/n2c(CO)nc3ccccc32)s1,-19.2%,0.6,-9.6%,-1.5,-4.9,0.5,6.0,-8.8%,0.0%
Cc1ccc(NC(=O)Cn2c(-c3nonc3N)nc3ccccc32)c(Br)c1,20.8%,-0.2,?,0.1,-1.2,2.1,·,1.6%,-5.5%
O=C(NCCC1=CCCCC1)C1CCCN(S(=O)(=O)c2cccnc2)C1 (configuration not stated),24.6%,-0.7,-17.1%,6.1,-0.5,0.1,14.7,-0.5%,-5.0%

(further entries)
mol,TrxR1 inh,D2 ag,USP1-UAF1 inh,TRHR PAM,PI4K2A inh,TRHR agonist,D2 antagonist,TrxR1 substrate,IDH1 R132H inh
Cc1cc2c(sc3ccccc32)c(C)n1,6.0%[57.1 µM],-0.9,-2.5%,-4.4,0.7,-0.1,-11.8,-1.7%[57.1 µM],6.8%
CCOC(=O)N1CCN(C(=O)CN(Cc2ccccc2)S(C)(=O)=O)CC1,31.9%,0.3,-2.6%,0.1,0.5,0.1,-9.9,13.2%,3.4%
COc1cc(NC(=O)C2=CC(c3ccc(F)cc3)=NS(=O)(=O)N2C)cc(OC)c1OC,7.8%,-1.7,-12.3%,-2.9,-2.8,0.4,·,2.9%,-6.3%
COc1ccc(C(=O)CC(=O)C(=O)Nc2cc([N+](=O)[O-])ccc2OC)cc1,5.1%,1.0,-20.9%,-1.1,-3.3,-0.4,3.9,5.6%,13.9%
O=C(Nc1ccc2c(c1)OCO2)Nc1ccc(F)cc1F,15.5%,-0.7,-15.4%,1.2,-7.6,0.0,-7.3,0.3%,2.7%
Fc1cccc(NC(=S)NCc2cccnc2)c1,3.2%,-0.6,-8.3%,-1.2,-4.4,-0.5,-11.4,2.2%,7.5%
Cc1ccc(NC(=O)c2cc(S(=O)(=O)N3CCOCC3)cn2C)cc1F,-1.3%[57.1 µM],-0.4,-4.1%,-0.4,0.8,-0.2,1.5,-3.9%,0.1%
CCCc1nnc(NC(=O)Cc2coc3cc(C)cc(C)c23)s1,22.4%,0.8,-10.6%,-8.7,0.7,0.1,·,-0.8%,-10.5%
Cc1cc(NS(=O)(=O)c2ccc(NC(=O)CSc3nc4ncc(Br)cc4[nH]3)cc2)nc(C)n1,9.6%,0.2,-10.7%,6.1,-10.9,0.1,-0.3,-0.2%,11.3%

Assay outcomes as filed in PubChem.
